GIRK2 act: GIRK2 channel activators by thallium flux; AID 1259324; activation (% efficacy), % for hits at 37.5 µM; HEK293 GIRK2/NPY4 cells, thallium flux fluorescence; 34,000 tested, under 10 active;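 active means primary screen hit, no activity in plain HEK293 cells, and in GIRK2-only cells above 5% efficacy rising with concentration; inactive means the rest, including fluorescent compounds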;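 further: efficacy is normalized control-subtracted fluorescence 15 s after thallium addition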
Target sequence (P48051 whole entry, looked up): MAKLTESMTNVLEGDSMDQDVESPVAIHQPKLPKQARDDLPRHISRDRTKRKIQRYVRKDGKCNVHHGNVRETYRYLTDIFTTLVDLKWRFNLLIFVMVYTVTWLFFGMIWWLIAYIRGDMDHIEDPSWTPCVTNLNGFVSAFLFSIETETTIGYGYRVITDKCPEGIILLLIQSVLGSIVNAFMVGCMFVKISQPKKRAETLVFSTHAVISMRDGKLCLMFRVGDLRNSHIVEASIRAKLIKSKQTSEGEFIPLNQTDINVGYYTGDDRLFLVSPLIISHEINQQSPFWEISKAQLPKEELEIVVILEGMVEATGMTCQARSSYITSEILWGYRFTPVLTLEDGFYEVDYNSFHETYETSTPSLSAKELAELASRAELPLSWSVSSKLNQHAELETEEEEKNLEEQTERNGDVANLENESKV
Calls only; i = inactive.

canonical_smiles	GIRK2 act
COc1cc(OC)cc(C(=O)Nc2nnc(-c3cc(C)n(C)n3)o2)c1	i
O=C(Nc1ccc2ncsc2c1)C1CCN(S(=O)(=O)c2cccs2)CC1	i
O=C(Cc1cc(-c2ccc3c(c2)OCO3)on1)NCc1ccccc1	i
O=C(NCCc1ccccc1)c1csc(-c2cnccn2)n1	i
O=C(CCSc1ccccc1)N1CC(c2nc(-c3cccc(C(F)(F)F)c3)no2)C1	i
CCOC(=O)c1ccc(NC(=O)CN2N=NC3C(=O)N(c4ccc(F)cc4)C(=O)C32)cc1 (stereo not drawn)	i
Cc1cccc(NC(=O)NCCNc2cc(-n3ccnc3C)ncn2)c1C	i
O=C(c1ccccc1C(F)(F)F)N(CCc1cccs1)Cc1cccnc1	i
Cc1csc(C(=O)NC2CCCCC2N2C(=O)CSC2=O)c1 (stereo not drawn)	i
O=C(c1cncc(Br)c1)N1CCN(c2ccc(-c3ccncc3)nn2)CC1	i
Cc1nn(C2CCS(=O)(=O)C2)c2nc(-c3ccccc3)cc(C(=O)NC3CCCC3)c12 (stereo not drawn)	i
O=C1Cc2cc(NC(=O)Nc3ccc4c(c3)OCO4)ccc2N1	i
O=C(Nc1ccc2scnc2c1)c1ccc(S(=O)(=O)N2CCCCCC2)cc1	i
CNC(=O)c1nsc(C(=O)N2CCN(c3cccc(Cl)c3)CC2)c1N	i
O=C(c1ccc(Br)o1)N1CCC(c2cccs2)CC1	i
O=C(Nc1ccc2cn[nH]c2c1)c1ccc(Cn2ccnc2)cc1	i
CCn1nccc1C(=O)Nc1ccc2c(c1)OCCO2	i
COc1ccc(-c2ccc(N3CCC(C(=O)Nc4ccccc4C(N)=O)CC3)nn2)cc1	i
O=S(=O)(NCCc1ccsc1)c1ccccc1Br	i
COc1cc2ccccc2cc1C(=O)Nc1nnc(-c2cc(C)n(C)n2)o1	i

The list continues:
canonical_smiles	GIRK2 act
C=CCn1c(=O)c2c(nc3n(C4CCCC4)c(C)cn23)n(C)c1=O	i
Cc1cc(C)c(-c2ccc(=O)n(CC(=O)N3CCCC3)n2)cc1C	i
O=C(NCCN1CCOCC1)c1sc2cc(F)ccc2c1Cl	i
O=C(O)c1nccnc1N1CCOCC1	i
O=C(Oc1ccccc1)N1CCC(CNS(=O)(=O)c2ccccc2Br)CC1	i
Cc1cc(-c2nnc(NC(=O)C3(c4ccccc4)CCOCC3)o2)nn1C(C)C	i
COc1ccc(-c2cc(CC(=O)NCCCN3CCOCC3)no2)cc1OC	i
CC(=O)Nc1ccc(NC(=O)C(=O)NC2CCCC2)cc1	i
COc1ccc(CC(=O)N2CCN(c3ncnc4c3nnn4C)CC2)cc1OC	i
O=C(/C=C/c1ccccc1)N1CCC2(CC1)NC(=O)N(CCOc1ccccc1)C2=O	i
CCOc1ccc2ncc(C#N)c(N3CCC4(CC3)OCCO4)c2c1	i
CCCCc1ccc(N2CC(c3nc4ccccc4n3CC(=O)N3CCOCC3)CC2=O)cc1 (stereo not drawn)	i
COc1ccc(Br)c(C(=O)N2CCC(c3cccs3)CC2)c1	i
COCCNC(=O)Cn1nc2c(c1NC(=O)c1cc(=O)c3ccccc3o1)CSC2	i
CCn1ccnc1N1CCN(CC(=O)Nc2ccccc2C)CC1	i
COCC(C)(O)CNC(=O)c1cc2cccc(OC)c2o1 (stereo not drawn)	i
CC(C)CNc1oc(-c2ccc(S(=O)(=O)N(C)Cc3ccccc3)cc2)nc1C#N	i
O=C(/C=C/c1ccc2c(c1)OCO2)Nc1ccc2c(c1)C(=O)N1CCCCC1CCO2 (stereo not drawn)	i
Cc1ccc2c(CC(=O)Nc3cccc(Cl)c3C)cc(=O)oc2c1	i
CC(C)C(=O)Nc1ccc(SCC(=O)N2CCCc3ccccc32)nn1	i

5 entries drawn at random from those above, as already listed:
canonical_smiles	GIRK2 act
COc1ccc(-c2cc(CC(=O)NCCCN3CCOCC3)no2)cc1OC	i
O=C(O)c1nccnc1N1CCOCC1	i
CC(=O)Nc1ccc(NC(=O)C(=O)NC2CCCC2)cc1	i
O=C(Oc1ccccc1)N1CCC(CNS(=O)(=O)c2ccccc2Br)CC1	i
O=C(/C=C/c1ccccc1)N1CCC2(CC1)NC(=O)N(CCOc1ccccc1)C2=O	i

The list continues:
canonical_smiles	GIRK2 act
O=S(=O)(c1ccc(Cl)cc1)c1nc(-c2ccco2)oc1NCCN1CCOCC1	i
COc1cccc(NC(=O)Cn2nc(S(=O)(=O)c3ccc(Cl)cc3)ccc2=O)c1	i
FC(F)(F)CNCc1ccsc1	i
O=C(NCc1ccccc1)NCC(c1cccs1)N1CCOCC1 (stereo not drawn)	i
O=S(=O)(c1cc(Cl)ccc1Cl)N1CCOC(c2ccccc2)C1 (stereo not drawn)	i
Cn1c(=O)c2c(nc3n(CC(=O)OCc4ccccc4)c(-c4ccccc4)cn23)n(C)c1=O	i
CCOc1ccc(-n2c(=O)c3sccc3n(Cc3nc(-c4ccccc4OCC)no3)c2=O)cc1	i
O=C(C1CC1)N1CCc2ccc(NS(=O)(=O)Cc3ccccc3)cc21	i
COc1ccc(NC(=O)Cc2csc(Nc3ccccc3)n2)cc1Cl	i
CSc1ccccc1NC(=O)C(=O)NCC1CCN(C)CC1	i
COc1cccc2cc(C(=O)Nc3ccc4cn[nH]c4c3)oc12	i
Cc1csc(NC(=O)c2ccc(=O)n(Cc3ccccc3F)c2)n1	i
O=C(Nc1cccnc1)c1cc(-c2cccs2)n(C2CCS(=O)(=O)C2)n1 (stereo not drawn)	i
Cc1ccc(Oc2ccc(C(=O)N(C)C)cc2)nn1	i
O=C(CS(=O)(=O)Cc1ccccc1)Nc1nc2cc3c(cc2s1)OCO3	i
O=C(NCC1(O)CCc2ccccc21)c1ccc2c(c1)OCO2 (stereo not drawn)	i
O=C(CCCS(=O)(=O)c1ccccc1)Nc1nc2c(ccc3ccccc32)s1	i
COc1cc(NC(=O)c2cc(Cl)ccc2[N+](=O)[O-])ccc1N1CCCCC1=O	i
COc1ccc(S(=O)(=O)Nc2ccc(N3CCCCC3=O)c(OC)c2)c(OC)c1	i
CCSc1nnc(NC(=O)Cn2cncc(C)c2=O)s1	i

Going on with the list:
canonical_smiles	GIRK2 act
CCOc1ccccc1C(=O)NCCOc1ccc2nnc(-c3ccccc3)n2n1	i
Cc1nc(N2CCC(C(N)=O)CC2)nc(N2CCCC2)c1[N+](=O)[O-]	i
O=S(=O)(c1ccc(Cl)cc1)c1nc(-c2ccco2)oc1NCc1cccnc1	i
Cc1cc(-c2nnc(NC(=O)C3CCCN(S(=O)(=O)c4ccc(F)cc4)C3)o2)nn1C (stereo not drawn)	i
CCn1c(=NC(=O)c2ccn(C)n2)sc2c(C)ccc(OC)c21	i
CCOc1ccc(OCCNC(=O)c2ccc(Cl)cc2)cc1	i
COc1cccc(CCNC(=O)Cc2cc(-c3ccc(F)cc3F)on2)c1	i
COc1ccc(NS(=O)(=O)C(C)C)cc1N1CCCCC1=O	i
Cc1cc(C)n(CCc2nc(-c3ccc(Cl)cc3)no2)n1	i
Cc1nc2sccn2c(=O)c1NC(=O)Nc1ccc(F)cc1F	i
COc1ccc(Cl)cc1-n1c(N)c(C(=O)NC2CCCCC2)sc1=S	i
Cc1noc(CNC(=O)C2(c3ccc(Cl)cc3)CCCC2)n1	i
COc1ccc(OC)c(NC(=O)Cc2cc(-c3ccc(F)cc3F)on2)c1	i
CCOC(=O)N1CCN(/C=C2\Oc3c(ccc(O)c3C)C2=O)CC1	i
O=C(NCC#CCN1CCc2ccccc2C1)NCc1cccs1	i
CCC(=O)Nc1ccc(SCC(=O)Nc2cc(C)on2)nn1	i
COc1ccc(Cl)cc1NC(=O)CCn1cnc2c(cnn2-c2ccccc2)c1=O	i
O=S(=O)(NCCc1ccsc1)C1CC1	i
CCOc1ccc(-c2nc(NC(=O)C3CCN(S(C)(=O)=O)CC3)sc2C)cc1	i
O=C(Cc1ccc(NC(=O)c2cc(-c3ccco3)on2)cc1)NCC(F)(F)F	i

Next results follow.
canonical_smiles	GIRK2 act
CCn1nnc2c(SCc3ccc(C(=O)OC)cc3)ncnc21	i
CCOC(=O)c1sc(NC(=O)C2CCCCN2S(C)(=O)=O)nc1C (stereo not drawn)	i
COc1cccc2cc(-c3cn(-c4cccc(C(F)(F)F)c4)c(=S)[nH]3)c(=O)oc12	i
COc1ccc(CN2N=NC3C(=O)N(c4ccc(OC)c(OC)c4)C(=O)C32)cc1 (stereo not drawn)	i
COc1ccc(-c2ccc(C)c(NC(=O)COc3ccccc3)c2)nn1	i
CC(=O)c1cccc(S(=O)(=O)Nc2ccc(CC(=O)N(C)C)cc2)c1	i
O=C(CSc1cc(N2CCN(c3ccccc3F)CC2)ncn1)NCc1ccco1	i
O=C(Cn1nc(-c2cccs2)ccc1=O)NCCOc1ccc2nnc(-c3ccccc3)n2n1	i
O=C(Cn1nc(C(=O)Nc2ccccc2)ccc1=O)Nc1ccc2c(c1)OCO2	i
COC(=O)N1CCC(CNS(=O)(=O)c2ccc(C)c(Cl)c2)CC1	i
COc1ccc(OC)c(NC(=O)CSc2nccn3nc(-c4ccccc4)cc23)c1	i
COc1ccc(CCNC(=O)NCC2(O)CCCC2)cc1	i
COc1cn(CC(=O)Nc2ccc(OC(F)(F)F)cc2)c(CSc2nnnn2C)cc1=O	i
COc1ccc(Cl)cc1NC(=O)NCC1CCN(C(=O)Nc2ccc(F)cc2)CC1	i
CC1CCN(CC(=O)Nc2ccccc2-c2nc3ccccc3[nH]c2=O)CC1	i
CCOc1ccc(S(=O)(=O)NCC2(O)CCCC2)cc1	i
COc1ccc(S(=O)(=O)CC(=O)Nc2nc(C)c(C)s2)cc1	i
CCOC(=O)N1CCc2c(sc(NC(=O)c3cc(C)no3)c2C#N)C1	i
COC(=O)c1cc(C(C)C)nc2c1c(C)nn2C1CCS(=O)(=O)C1 (stereo not drawn)	i
Cc1ccc(S(=O)(=O)c2cn(CC(=O)Nc3ccc(C(N)=O)cc3)c3nc(C)ccc3c2=O)cc1	i

The list goes on:
canonical_smiles	GIRK2 act
COc1ccccc1-c1ccc(N2CCC(C(=O)NC3CCCC3)CC2)nn1	i
O=C(NCCc1c[nH]c2ccccc12)C(=O)Nc1cccc(N2CCCCC2=O)c1	i
CC1(C)CS(=O)(=O)N(c2ccc(Cl)c(C(=O)N3CCC(C(N)=O)CC3)c2)C1=O	i
O=C(NCCS(=O)(=O)N1CCN(CCc2ccccc2)CC1)c1cccs1	i
Cc1cc(C)cc(C(=O)NCCS(=O)(=O)N2CCN(c3ncccn3)CC2)c1	i
CC(=O)N1CCN(C(=O)c2ccc(S(=O)(=O)NC3CCCC3)cc2)CC1	i
Cc1ccc(C(C2=C(O)CC(C)(C)CC2=O)C2C(=O)CC(C)(C)CC2=O)o1 (stereo not drawn)	i
CC(=O)NCC(O)Cc1ccccc1 (stereo not drawn)	i
O=S(=O)(c1ccccc1)N1CCN(c2ccc(NCC3CCCO3)nn2)CC1 (stereo not drawn)	i
O=S(=O)(CCc1ccccc1)NCC(O)(c1ccccc1)C(F)(F)F (stereo not drawn)	i
CC(C)NC(=O)c1ccc2c(=O)n(Cc3ccccc3)c3nnc(SCC(N)=O)n3c2c1	i
Cc1cccc(NC(=O)/C(C#N)=C2\N=C(NC(=O)c3ccc(F)cc3)c3ccccc32)c1	i
CCOC(=O)c1ccc(NC(=O)CCN2C(=O)c3ccccc3S2(=O)=O)cc1	i
O=C(CSC1=Nc2cccnc2Nc2ccccc21)Nc1cccc(Cl)c1	i
O=S1(=O)CCC(Nc2nnnc3c2cnn3-c2ccccc2)C1 (stereo not drawn)	i
Cc1ccc(/C=C/S(=O)(=O)N2CC(c3nc(C)no3)C2)cc1	i
CC(C)S(=O)(=O)c1ccc(CC(=O)N2Cc3nn(C(C)(C)C)c(-n4cccc4)c3C2)cc1	i
COc1ccc(-c2csc(-n3nc(C)cc3NC(=O)c3ccc(Br)o3)n2)cc1OC	i
Cc1ccc(S(=O)(=O)NCCCN2CCOC(c3ccccc3)C2)s1 (stereo not drawn)	i
CCCCOc1ccc(S(=O)(=O)NCCOc2ccc(-c3ccccc3)nn2)cc1	i

Continuation.
canonical_smiles	GIRK2 act
CCOc1ccccc1NC(=O)Cn1nc(-c2ccc3c(c2)OCO3)ccc1=O	i
CS(=O)(=O)N1CCCC1C(=O)Nc1sccc1C(N)=O (stereo not drawn)	i
O=C(c1ccc(Br)o1)C1C(=O)N(c2ccccc2)N=C1c1ccccc1 (stereo not drawn)	i
Cc1cc(O)c(C(c2ccc([N+](=O)[O-])cc2)c2c(O)cc(C)n(C)c2=O)c(=O)n1C	i
CCOc1ccc(C(=O)Nc2cc3c4c(c2)CCC(=O)N4CCC3)cc1	i
Cc1c(C(=O)Nc2ccc(S(N)(=O)=O)cc2)nnn1-c1ccccc1F	i
COCCNC(=O)Cn1nc2c(c1NC(=O)Cc1cccc3ccccc13)CSC2	i
COc1ccc(-c2nnc(-c3nnn(-c4ccccc4)c3C)o2)cc1	i
Cc1ccc(-c2nnc(CC(=O)NCCc3ccc(Cl)cc3)o2)cc1	i
OC(COCc1ccc(Cl)cc1)CN1CCN(c2ccccn2)CC1 (stereo not drawn)	i
CS(=O)(=O)N1CCC(CNC(=O)c2cnc3ccccc3n2)CC1	i
O=S(=O)(c1cccnc1)N1CCC(c2nnc(-c3ccc(F)cc3)o2)CC1	i
CC(C)CC(=O)NCCCn1nc(-c2ccc(F)cc2)ccc1=O	i
Cn1c(-c2cccs2)nn(CCNC(=O)Cc2ccc(Cl)cc2)c1=O	i

From PubChem

Some of the compounds tested (hit frequency here may not be typical).
